High-throughput results deposited in PubChem BioAssay by several laboratories.
iPSC survival up = increases survival of single human iPS cells; hit rate 0.044% among 360,000; hiPSC single-cell survival, ATPlite luminescence; 100% = ROCK inhibitor wells, 0% = DMSO; survival enhancement, % at 20 µM; in the data active means survival enhancement above about 18%;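 further: cells exposed to compounds for 16 hours before the ATP read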
m5-HT2A agonist = mouse HTR2A agonism via beta-arrestin recruitment | CHO-K1 mHTR2A beta-arrestin complementation, luminescence; percent of 30 µM serotonin response | activation, % at 7.6 µM | P35363 | hit rate 0.66% among 360,000;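 active means activation above a run cutoff, the mean activation of all tested compounds plus 3 SD, cut at about 14% in these data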;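 further: 0% = plate median of compound wells and 100% = 30 µM serotonin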
Target sequence (P35363 whole entry, looked up): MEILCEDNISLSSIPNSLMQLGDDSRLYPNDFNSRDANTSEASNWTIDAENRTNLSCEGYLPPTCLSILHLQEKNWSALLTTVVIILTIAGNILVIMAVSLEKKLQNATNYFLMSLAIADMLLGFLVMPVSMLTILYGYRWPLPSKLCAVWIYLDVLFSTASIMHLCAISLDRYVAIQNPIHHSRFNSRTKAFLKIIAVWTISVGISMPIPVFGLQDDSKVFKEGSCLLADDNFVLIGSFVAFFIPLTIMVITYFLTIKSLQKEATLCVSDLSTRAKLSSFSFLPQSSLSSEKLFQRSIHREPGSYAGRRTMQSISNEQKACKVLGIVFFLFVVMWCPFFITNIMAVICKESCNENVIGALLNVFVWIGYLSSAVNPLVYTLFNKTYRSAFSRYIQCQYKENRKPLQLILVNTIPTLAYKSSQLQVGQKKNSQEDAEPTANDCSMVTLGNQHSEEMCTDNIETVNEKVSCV
N-glyco inh = blocks N-linked glycosylation in D54 reporter cells | D54 ERlucT glycosylation luciferase reporter, 24 h; percent of 100 nM tunicamycin response | reporter increase, % at 12.5 µM | hit rate 0.23% among 360,000 | AID 588692;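 active means mean luciferase reporter signal, scaled so untreated is 0 and the glycosylation-blocking control 100, at or above a set limit in every replicate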;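 further: luciferase carries N-glycosylation sites so blocking glycosylation raises the light; 0% = median of neutral control wells and 100% = median of 100 nM tunicamycin wells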
PDI turbidity = PDI (human) enzyme inhibition; P07237; PDI insulin aggregation turbidity, A650, 90 min; inhibition, % at 10 µM; hit rate 0.052% among 350,000; AID 588391;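 active means mean inhibition across replicates of 30% or more, whatever share of single replicates reach that level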;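 further: absorbance from insulin aggregation driven by PDI reduction with DTT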
Target sequence (P07237 whole entry, looked up): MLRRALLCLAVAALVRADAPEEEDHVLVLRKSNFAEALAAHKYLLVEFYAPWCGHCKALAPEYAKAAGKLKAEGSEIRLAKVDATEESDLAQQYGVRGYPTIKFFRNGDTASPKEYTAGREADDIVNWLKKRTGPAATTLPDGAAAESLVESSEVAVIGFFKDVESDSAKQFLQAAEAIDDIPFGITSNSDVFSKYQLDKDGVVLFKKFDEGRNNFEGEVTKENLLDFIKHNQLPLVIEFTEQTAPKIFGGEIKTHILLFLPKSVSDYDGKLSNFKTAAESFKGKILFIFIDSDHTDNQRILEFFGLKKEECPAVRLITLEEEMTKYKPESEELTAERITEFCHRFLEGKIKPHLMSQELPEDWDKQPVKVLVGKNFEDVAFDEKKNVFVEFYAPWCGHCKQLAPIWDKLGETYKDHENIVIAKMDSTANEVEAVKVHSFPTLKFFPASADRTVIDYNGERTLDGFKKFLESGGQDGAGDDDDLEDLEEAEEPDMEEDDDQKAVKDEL
aDG glyco act = alpha-DG glycosylation activation | Pro5-aDG cells, alpha-DG glycosylation AlphaScreen (IIH6); 0% Pro5, 100% B10-LARGE cell signal | activation, % at 10 µM | hit rate 0.22% among 360,000 | AID 624168;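 active means activation of at least 8% versus controls, or a plate z-score of at least 8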;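 further: Pro5 are CHO cells carrying HIG-tagged alpha-DG that lacks glycosylation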
Vif inh = blocks HIV Vif function; inhibition, % at 7.49 µM; HEK293T cells, Vif self-association by quenched fluorescence, imaging, 24 h; hit rate 0.35% among 340,000; in the data active means inhibition above about 50%, passing the limit was not always enough; further: some results filed as inactive read as strong as hits
H9c2 protect = protects H9c2 cardiomyocytes from peroxide injury. hit rate 0.63% among 360,000. AID 588492. protection from H2O2 cell death, % at 20 µM. H2O2 injury protection, ATPLite, 2 h;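 active means compounds giving at least 50% protection of heart cells from peroxide-induced death in the single-dose screen, raw or plate-pattern-corrected value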;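 further: 0% = DMSO wells with peroxide and 100% = DMSO wells without peroxide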
ABCB6 inh 2 = human ABCB6 transporter inhibition | fluorescence ratio to DMSO, % at 10 µM | hit rate 0.19% among 360,000 | K562-ABCB6 porphyrin accumulation, flow cytometry, 1 h; active compounds read low | Q9NP58 | AID 602162;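 active means fluorescence ratio to DMSO below 75%, the collection mean minus 3 SD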;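 further: signal is porphyrin accumulated inside mitochondria; 100% equals median channel fluorescence of DMSO control wells; lower ratio means ABCB6 inhibition with less porphyrin fluorescence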
CaV13 FRET inh = Disruptors of the CACNA1D IQ motif to Ca2+-dependent inactivation inhibitor domain association, primary screening, Förster resonance energy transfer in intact living … | HEK cells, CFP/YFP FRET ICDI-IQ, plate reader, 10 min; percent FRET-ratio fall versus neutral wells | inhibition, % at 12.3 µM | hit rate 0.098% among 340,000 | AID 743397;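 active means mean replicate inhibition of at least 30% and at least 1% of replicates passing that level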;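 further: 0% = median of the neutral control wells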
Granule exo inh = blocks lytic granule exocytosis. TALL-104 LAMP-1 surface exposure, flow cytometry; cells stimulated with thapsigargin and PMA. inhibition, % at 10 µM. hit rate 0.66% among 360,000. AID 651702;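 active means inhibition above about 55%, limit read from the data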
The depositor's hits bear a star.

What do the screens show for `Cc1cc(O)ccc1Nc1nc(-c2cccnc2)cs1`?
iPSC survival up: -0.5; m5-HT2A agonist: 2; N-glyco inh: -4; PDI turbidity: 0; aDG glyco act: 0.4; Vif inh: -2; H9c2 protect: -12; ABCB6 inh 2: 97; CaV13 FRET inh: -5; Granule exo inh: -18

Results for O=C(CSc1nnc(-c2cccs2)n1C1CC1)NC1CCS(=O)(=O)C1 (centres undefined) ?
iPSC survival up: -0.1; m5-HT2A agonist: 1; N-glyco inh: 1; PDI turbidity: 3; aDG glyco act: -0.2; Vif inh: -1; H9c2 protect: 2; ABCB6 inh 2: 104; CaV13 FRET inh: -4; Granule exo inh: -16

How did CCCCCCNC1=NCCS1 do in these assays?
iPSC survival up: -0.5; m5-HT2A agonist: -1; N-glyco inh: 2; PDI turbidity: 2; aDG glyco act: -0.1; Vif inh: -1; H9c2 protect: -3; ABCB6 inh 2: 97; CaV13 FRET inh: -5; Granule exo inh: 11

What do the screens show for `O=C(Nc1cccc(-c2cn3c(n2)SCC3)c1)c1ccc2ccccc2n1`?
iPSC survival up: -0.1; m5-HT2A agonist: 4; N-glyco inh: -4; PDI turbidity: 4; aDG glyco act: 0.3; Vif inh: -7; H9c2 protect: 12; ABCB6 inh 2: 101; CaV13 FRET inh: -6; Granule exo inh: 2

What do the screens show for `CCCn1c(SCc2nc3ccccc3s2)n[nH]c1=O`?
iPSC survival up: -0.3; m5-HT2A agonist: 5; N-glyco inh: -2; PDI turbidity: 13; aDG glyco act: -0.7; Vif inh: -11; H9c2 protect: -7; ABCB6 inh 2: 103; CaV13 FRET inh: -1; Granule exo inh: 5

What do the screens show for `Cc1nc2ccccc2c(=O)n1CCCN1CCOCC1`?
iPSC survival up: 0.7; m5-HT2A agonist: 4; N-glyco inh: 1; PDI turbidity: 10; aDG glyco act: 0.0; Vif inh: 8; H9c2 protect: -1; ABCB6 inh 2: 102; CaV13 FRET inh: -5; Granule exo inh: 4

Results for CN(Cc1ccccc1)C(=O)COC(=O)CCC(=O)c1ccc(F)cc1 ?
iPSC survival up: -1.6; m5-HT2A agonist: -4; N-glyco inh: 3; PDI turbidity: 12; aDG glyco act: 0.0; Vif inh: -2; H9c2 protect: 0; ABCB6 inh 2: 98; CaV13 FRET inh: -6; Granule exo inh: 4

What do the screens show for `COc1cccc(C(=O)CSc2nnc(-c3ccco3)n2CC2CCCO2)c1` (centres undefined)?
iPSC survival up: -0.4; m5-HT2A agonist: 4; N-glyco inh: -1; PDI turbidity: 5; aDG glyco act: 0.0; Vif inh: 23; H9c2 protect: 0; ABCB6 inh 2: 91; CaV13 FRET inh: -4; Granule exo inh: -1

What do the screens show for `O=C(O)c1cc(S(=O)(=O)N2CCOCC2)ccc1N1CCCCC1`?
iPSC survival up: -2.8; m5-HT2A agonist: 3; N-glyco inh: 0; PDI turbidity: 7; aDG glyco act: -0.2; Vif inh: -6; H9c2 protect: 5; ABCB6 inh 2: 96; CaV13 FRET inh: -4; Granule exo inh: 8

How did COc1ccc2nc(/C=N/NC(=O)[C@H](CCSC)NC(=O)OC(C)(C)C)ccc2c1 do in these assays?
iPSC survival up: 0.9; m5-HT2A agonist: 6; N-glyco inh: 0; PDI turbidity: -3; aDG glyco act: -0.1; Vif inh: -2; H9c2 protect: -4; ABCB6 inh 2: 97; CaV13 FRET inh: -6; Granule exo inh: 5

What do the screens show for `Cc1cc(CN(C)C(=O)CC2C(=O)NCCN2Cc2ccc(-c3ccccc3)cc2)on1` (centres undefined)?
iPSC survival up: -0.3; m5-HT2A agonist: -8; N-glyco inh: -2; PDI turbidity: 3; aDG glyco act: -0.2; Vif inh: -2; H9c2 protect: -3; ABCB6 inh 2: 100; CaV13 FRET inh: -7; Granule exo inh: 0

Results for N#Cc1c(NC(=O)COC(=O)C2CC3C=CC2C3)oc(-c2ccccc2)c1-c1ccccc1 (centres undefined) ?
iPSC survival up: -1.3; m5-HT2A agonist: -3; N-glyco inh: 0; PDI turbidity: -12; aDG glyco act: 0.0; H9c2 protect: 5; ABCB6 inh 2: 110; CaV13 FRET inh: -4; Granule exo inh: -1

How did O=C(CC1CCCC1)N1CCN(S(=O)(=O)c2c(F)cccc2F)CC1 do in these assays?
iPSC survival up: -1.9; m5-HT2A agonist: 6; N-glyco inh: 1; PDI turbidity: 10; aDG glyco act: -0.1; H9c2 protect: 9; ABCB6 inh 2: 97; CaV13 FRET inh: -10; Granule exo inh: 3

How did Cc1ccc(-c2nc(CS(=O)(=O)CC(=O)NCc3ccc4c(c3)OCO4)c(C)o2)cc1 do in these assays?
iPSC survival up: -0.4; m5-HT2A agonist: 9; N-glyco inh: 4; PDI turbidity: -2; aDG glyco act: -0.2; Vif inh: -4; H9c2 protect: -4; ABCB6 inh 2: 102; CaV13 FRET inh: -4; Granule exo inh: -5

Results for Cc1cc(C)c(NC(=O)CO/N=C2\CCCc3nonc32)c(C)c1 ?
iPSC survival up: 0.4; m5-HT2A agonist: 2; N-glyco inh: 3; PDI turbidity: 5; aDG glyco act: -0.1; Vif inh: -5; H9c2 protect: -3; ABCB6 inh 2: 98; CaV13 FRET inh: -3; Granule exo inh: -2

How did COCCCn1c(=O)/c(=C\c2cccc(OC)c2OC)s/c1=C(/C#N)C(=O)Nc1ccc(C(=O)O)cc1 do in these assays?
iPSC survival up: -0.3; m5-HT2A agonist: 2; N-glyco inh: -1; PDI turbidity: 1; aDG glyco act: -0.1; Vif inh: -8; H9c2 protect: 11; ABCB6 inh 2: 119; CaV13 FRET inh: -68; Granule exo inh: 12

How did O=C(Nc1cccc([N+](=O)[O-])c1)c1ccc2nc(N3C(=O)CCC3=O)sc2c1 do in these assays?
iPSC survival up: -0.9; m5-HT2A agonist: 0; N-glyco inh: 2; PDI turbidity: 7; aDG glyco act: -0.1; Vif inh: -1; H9c2 protect: 42; ABCB6 inh 2: 96; CaV13 FRET inh: -5; Granule exo inh: 0

Results for Cc1ccc(NC(=O)Cc2nnc(SCC(=O)NC3CCCC3)n2C)cc1C ?
iPSC survival up: -0.4; m5-HT2A agonist: -3; N-glyco inh: -1; PDI turbidity: -3; aDG glyco act: 0.0; Vif inh: -10; H9c2 protect: 2; ABCB6 inh 2: 98; CaV13 FRET inh: -4; Granule exo inh: 5

How did CN(Cc1ccc(Cl)s1)C(=O)CSc1nnc(C2CC2)n1C1CC1 do in these assays?
iPSC survival up: -0.2; m5-HT2A agonist: 2; N-glyco inh: -1; PDI turbidity: -6; aDG glyco act: -0.2; Vif inh: 6; H9c2 protect: 2; ABCB6 inh 2: 95; CaV13 FRET inh: -14; Granule exo inh: -1

Results for CCNC(=O)NC(=O)C(C)Oc1ccc(C(=O)OC)cc1 (centres undefined) ?
iPSC survival up: -1.7; m5-HT2A agonist: 1; N-glyco inh: 1; PDI turbidity: 2; aDG glyco act: -0.2; Vif inh: 9; H9c2 protect: 2; ABCB6 inh 2: 96; Granule exo inh: -2

Results for O=C(Nc1cccc(C(=O)O)c1)/C(=C\c1ccccc1)NC(=O)c1ccccc1 ?
iPSC survival up: -2.3; m5-HT2A agonist: 18*; N-glyco inh: 4; PDI turbidity: -1; aDG glyco act: 0.3; Vif inh: 1; H9c2 protect: 2; ABCB6 inh 2: 99; CaV13 FRET inh: -5; Granule exo inh: 2

What do the screens show for `Cc1csc(NC(=O)C2CCCO2)n1` (centres undefined)?
iPSC survival up: 0.0; m5-HT2A agonist: 2; N-glyco inh: 0; PDI turbidity: -2; aDG glyco act: 0.0; Vif inh: -5; H9c2 protect: 3; ABCB6 inh 2: 100; CaV13 FRET inh: -6; Granule exo inh: 4

How did COc1cc(C2C(C(=O)Nc3ccccc3OC)=C(C)Nc3ncnn32)ccc1O (centres undefined) do in these assays?
iPSC survival up: -2.9; m5-HT2A agonist: 0; N-glyco inh: -1; PDI turbidity: 4; aDG glyco act: 6.9; Vif inh: 10; H9c2 protect: 2; ABCB6 inh 2: 103; CaV13 FRET inh: -6; Granule exo inh: -1

What do the screens show for `O=C1COc2ccc(C(=O)COC(=O)c3cc(S(=O)(=O)NCc4ccccc4)ccc3O)cc2N1`?
iPSC survival up: -0.4; m5-HT2A agonist: 1; N-glyco inh: 1; PDI turbidity: 5; aDG glyco act: -0.2; Vif inh: -2; H9c2 protect: 5; ABCB6 inh 2: 96; CaV13 FRET inh: 4; Granule exo inh: -1

Continued, overlapping the part above by 3 compounds.
What do the screens show for `Cc1csc(NC(=O)C2CCCO2)n1` (centres undefined)?
iPSC survival up: 0.0; m5-HT2A agonist: 2; N-glyco inh: 0; PDI turbidity: -2; aDG glyco act: 0.0; Vif inh: -5; H9c2 protect: 3; ABCB6 inh 2: 100; CaV13 FRET inh: -6; Granule exo inh: 4

How did COc1cc(C2C(C(=O)Nc3ccccc3OC)=C(C)Nc3ncnn32)ccc1O (centres undefined) do in these assays?
iPSC survival up: -2.9; m5-HT2A agonist: 0; N-glyco inh: -1; PDI turbidity: 4; aDG glyco act: 6.9; Vif inh: 10; H9c2 protect: 2; ABCB6 inh 2: 103; CaV13 FRET inh: -6; Granule exo inh: -1

What do the screens show for `O=C1COc2ccc(C(=O)COC(=O)c3cc(S(=O)(=O)NCc4ccccc4)ccc3O)cc2N1`?
iPSC survival up: -0.4; m5-HT2A agonist: 1; N-glyco inh: 1; PDI turbidity: 5; aDG glyco act: -0.2; Vif inh: -2; H9c2 protect: 5; ABCB6 inh 2: 96; CaV13 FRET inh: 4; Granule exo inh: -1

Results for CCn1c(/C=C2/C(=O)N(C)c3ccccc32)nc2ccccc2c1=O ?
iPSC survival up: 1.9; m5-HT2A agonist: -1; N-glyco inh: 9; PDI turbidity: 20; aDG glyco act: -0.1; Vif inh: 3; H9c2 protect: 28; ABCB6 inh 2: 90; CaV13 FRET inh: -5; Granule exo inh: -2

How did O=S(=O)(c1ccc2nc(SCc3ccc(Cl)cc3)[nH]c2c1)N1CCOCC1 do in these assays?
iPSC survival up: 1.5; m5-HT2A agonist: -4; N-glyco inh: -2; PDI turbidity: 21; aDG glyco act: 0.1; Vif inh: 1; H9c2 protect: -8; ABCB6 inh 2: 103; CaV13 FRET inh: -1; Granule exo inh: 1

What do the screens show for `CCOc1ncccc1C(=O)OC(C)C(=O)Nc1ccc(CC)cc1` (centres undefined)?
iPSC survival up: -0.3; m5-HT2A agonist: 2; N-glyco inh: 1; PDI turbidity: -2; aDG glyco act: 0.1; Vif inh: -6; H9c2 protect: -2; ABCB6 inh 2: 94; CaV13 FRET inh: 1; Granule exo inh: -5

What do the screens show for `CN1CCC(=O)N(CCSc2ccc(Br)cc2)CC1`?
iPSC survival up: -3.3; m5-HT2A agonist: -6; N-glyco inh: -1; PDI turbidity: 8; aDG glyco act: -0.1; H9c2 protect: 4; ABCB6 inh 2: 98; CaV13 FRET inh: -11; Granule exo inh: -3

How did COc1ccc(-c2noc(CSc3nc(N)c(-c4ccccc4)c(=O)[nH]3)n2)cc1 do in these assays?
iPSC survival up: 1.4; m5-HT2A agonist: 0; N-glyco inh: 1; PDI turbidity: -6; aDG glyco act: -0.1; Vif inh: 7; H9c2 protect: -10; ABCB6 inh 2: 101; CaV13 FRET inh: -8; Granule exo inh: 0
